Screening data from PubChem.
tim23-1 inh = tim23-1 yeast growth inhibition; S. cerevisiae tim23-1 growth, BacTiter-Glo luminescence, 24 h; 1.3% of 330,000 active; inhibition, % at 20 µM;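 active means growth inhibition of the mutant yeast at or above 50%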;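 further: temperature-sensitive mutant grown at 25 °C; plate controls were DMSO-treated mutant yeast for no effect and medium wells lacking yeast for full effect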
UPR XBP1 act = adaptive UPR (XBP1) activation; CHO-XBP1 luciferase reporter, IRE1-XBP1 UPR activation, luminescence; percent of tunicamycin response, DMSO as zero; activation, % at 20 µM; 0.33% of 330,000 active; AID 463104;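 active means versus positive control, 20 µM dose yields 30% or more activation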;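 further: 100% = tunicamycin at 10 µg/mL and 0% = DMSO only wells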
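assay system = CHO-XBP1 luciferase reporter cells | amount = 1000 cells/well | buffer or medium = F12 plus 10% FBS | compound dosing = single point, 20 µM final compound, 1% DMSO | incubation = 16-18 h cell attachment at 37 °C, then 6 h compound exposure | detection = Steady-Glo luminescence read | controls = tunicamycin 10 µg/mL and vehicle-only wells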
CXCR6 inh = inhibitors of human CXCR6 receptor | CHO-K1 PathHunter CXCR6 beta-arrestin, luminescence | inhibition, % at 20 µM | 0.36% of 360,000 active | O00574; in the data active means inhibition above about 34%, passing the limit was not always enough;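 further: antagonist mode with CXCL16 agonist at 10 nM final; 0% = 10 nM CXCL16 with DMSO and 100% = unstimulated wells without agonist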
Target sequence (O00574 whole entry, looked up): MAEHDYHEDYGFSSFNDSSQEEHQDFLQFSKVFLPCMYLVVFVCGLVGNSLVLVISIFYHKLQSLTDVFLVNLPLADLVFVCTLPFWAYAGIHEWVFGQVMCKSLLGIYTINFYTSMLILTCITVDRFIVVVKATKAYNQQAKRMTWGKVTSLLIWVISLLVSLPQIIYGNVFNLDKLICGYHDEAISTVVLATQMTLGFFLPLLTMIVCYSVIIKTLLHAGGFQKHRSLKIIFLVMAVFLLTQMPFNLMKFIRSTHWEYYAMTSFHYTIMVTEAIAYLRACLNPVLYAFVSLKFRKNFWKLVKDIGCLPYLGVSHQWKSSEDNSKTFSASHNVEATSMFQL
APJ ag = activates the human apelin receptor APJ; activation, % at 20 µM; CHO-K1 APJ PathHunter beta-arrestin, luminescence; 0% DMSO wells, 100% apelin; 0.11% of 330,000 active;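 active means activation more than six SD over the plate average, tested at 20 µM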;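 further: 0% = DMSO alone and 100% = apelin-13 at 10 nM; some results filed as inactive read as strong as hits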
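Test system – PathHunter CHO-K1 APJ (AGTRL-1) beta-arrestin reporter cells · Input – 1000 cells/well · Compound – single test compound dose, 20 µM final, 1% DMSO · Times – compound stimulation 90 min at 25 °C, detection 60 min · Technique – beta-gal luminescence · Read-out basis – APJ–arrestin association signal · Control set – negative DMSO alone, positive Apelin-13 at 10 nM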
APJ antag = APJ receptor antagonism. inhibition, % at 20 µM. AID 2521. 0.32% of 330,000 active. P35414. CHO-K1 APJ beta-arrestin complementation, luminescence;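 active means inhibition above about 40% at 20 µM, limit read from the data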;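 further: cells challenged with 10 nM apelin-13 agonist together with compound; plate controls were apelin-13 plus DMSO wells for no effect and DMSO wells lacking apelin-13 for full effect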
Mdm2-MdmX inh = human Mdm2/MdmX binding inhibition; SaOS-2 split-luciferase Mdm2/MdmX complementation, luminescence; inhibition, % at 8 µM; 3% of 330,000 active; AID 485346;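 active means inhibition of at least 50% at 8 µM in the primary screen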
UPR CHOP act = activators of apoptotic arm of unfolded protein response (CHOP); CHO-CHOP luciferase reporter, UPR activation, luminescence; percent of tunicamycin response over DMSO baseline; activation, % at 10 µM; 0.34% of 330,000 active; AID 449763;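 active means at 10 µM dose, activation of 40% or more, normalized to positive control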;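 further: 100% = tunicamycin at 10 µg/mL and 0% = DMSO alone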
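System: CHO CHOP reporter cells. Amount: 500 cells per well. Buffer or medium: F12 medium, 10% FBS. Compound dosing: one dose, 10 µM in 0.5% DMSO. Incubation: 6 h compound exposure at 37 °C after overnight seeding. Technique: Steady-Glo luciferase luminescence. Benchmarks: tunicamycin and DMSO controls.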
EBI2 block = antagonists of human EBI2 receptor; inhibition, % at 5 µM; AID 651636; EBI2 beta-arrestin recruitment, luminescence, 7a,25-OHC stimulated; 0.81% of 360,000 active; in the data active means inhibition above about 38%;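 further: enzyme fragment complementation signal reports receptor beta-arrestin coupling in cells; 0% = agonist plus DMSO wells and 100% = wells without agonist; some results beyond the cut were filed as inactive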
Target sequence (P32249 whole entry, looked up, the tested form may be a part): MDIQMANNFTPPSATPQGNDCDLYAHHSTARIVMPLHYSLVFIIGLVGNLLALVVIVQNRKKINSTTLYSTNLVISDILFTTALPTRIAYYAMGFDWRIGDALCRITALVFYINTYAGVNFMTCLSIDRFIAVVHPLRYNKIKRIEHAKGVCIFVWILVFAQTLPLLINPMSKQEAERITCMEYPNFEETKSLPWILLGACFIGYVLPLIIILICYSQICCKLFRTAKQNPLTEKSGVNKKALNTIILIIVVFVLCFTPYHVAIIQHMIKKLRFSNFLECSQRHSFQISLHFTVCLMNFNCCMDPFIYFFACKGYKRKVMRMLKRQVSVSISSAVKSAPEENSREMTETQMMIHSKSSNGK
CCR6 antag = CCR6 (human) receptor antagonism; P51684; AID 493098; CHO-K1 CCR6 PathHunter beta-arrestin, luminescence, CCL20-stimulated; inhibition, % at 20 µM; 0.49% of 340,000 active;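 active means compounds whose inhibition of the agonist-driven luminescence signal at 20 µM reaches about 50%, limit read from the data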;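 further: cells stimulated with CCL20 at 14 nM final; plate controls were DMSO with CCL20 for no effect and DMSO without agonist for full effect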
Target sequence (P51684 whole entry, looked up): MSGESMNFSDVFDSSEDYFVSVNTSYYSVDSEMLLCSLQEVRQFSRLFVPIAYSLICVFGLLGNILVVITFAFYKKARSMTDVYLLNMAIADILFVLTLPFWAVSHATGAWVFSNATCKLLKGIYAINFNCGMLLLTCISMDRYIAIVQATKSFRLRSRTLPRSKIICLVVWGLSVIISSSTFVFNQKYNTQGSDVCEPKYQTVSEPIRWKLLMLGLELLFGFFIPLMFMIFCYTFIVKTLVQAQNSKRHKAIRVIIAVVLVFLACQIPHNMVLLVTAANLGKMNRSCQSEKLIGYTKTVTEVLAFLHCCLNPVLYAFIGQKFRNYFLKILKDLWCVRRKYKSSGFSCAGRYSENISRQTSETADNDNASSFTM
Starred values were filed as active, the others as inactive; x = not tested or not shown. This is a subset; the hit share may differ from the screen's.

SMILES	tim23-1 inh	UPR XBP1 act	CXCR6 inh	APJ ag	APJ antag	Mdm2-MdmX inh	UPR CHOP act	EBI2 block	CCR6 antag
O=C1CC(SCc2nc3ccccc3[nH]2)C(=O)N1c1ccc(Cl)cc1 (stereo unspecified)	36.1	-3.1	2.9	1.5	17.6	-18.0	-0.6	9.7	4.9
N#C/C(=C/c1cn(CC(=O)O)c2ccccc12)C(=O)NCc1ccccc1	9.3	-1.8	-0.3	-1.2	1.7	11.0	0.1	-8.2	-7.9
CCOC(=O)c1[nH]c(C)c(CCC(=O)OC)c1C	8.8	0.3	-0.3	-2.4	13.1	2.9	-2.6	3.9	1.1
Clc1ccc(CSc2nnc(/C=C/c3ccccc3)o2)cc1	24.6	-2.5	2.2	-1.3	1.4	8.9	0.2	11.7	3.8
O=C(Nc1ccc2nn(-c3ccccc3)nc2c1)c1cccs1	54.2*	-0.3	2.2	1.2	-0.9	-28.1	6.8	8.4	5.6
c1ccc(C2Oc3ccccc3C3CC(c4cccs4)=NN32)cc1 (stereo unspecified)	34.9	0.0	-0.8	-0.2	2.1	-35.0	3.7	-7.0	18.4
O=c1cc(O)nc(SCc2ccccc2)[nH]1	17.7	3.5	-3.8	-2.1	-6.7	19.6	0.2	-9.3	1.3
CCOC(=O)Nc1ccccc1C(=O)Nc1cc(C)cc(C)c1	16.4	-2.5	-9.2	-0.1	-10.6	18.0	0.3	-0.3	-8.6
Cc1ccc(N2C(=O)CC(Nc3ccc(Cl)c(S(=O)(=O)N(C)C)c3)C2=O)c(C)c1 (stereo unspecified)	3.4	-4.8	3.0	-1.1	-1.9	26.1	-0.3	-3.6	16.1
Cc1cc(NC(=O)C(C)SCC(=O)Nc2cc(C(F)(F)F)ccc2N2CCCCC2)no1 (stereo unspecified)	30.0	-1.6	-3.0	-2.6	0.4	-2.4	1.2	3.4	20.3

The final 2 compounds of the part before are carried over, then new ones follow.
SMILES	tim23-1 inh	UPR XBP1 act	CXCR6 inh	APJ ag	APJ antag	Mdm2-MdmX inh	UPR CHOP act	EBI2 block	CCR6 antag
Cc1ccc(N2C(=O)CC(Nc3ccc(Cl)c(S(=O)(=O)N(C)C)c3)C2=O)c(C)c1 (stereo unspecified)	3.4	-4.8	3.0	-1.1	-1.9	26.1	-0.3	-3.6	16.1
Cc1cc(NC(=O)C(C)SCC(=O)Nc2cc(C(F)(F)F)ccc2N2CCCCC2)no1 (stereo unspecified)	30.0	-1.6	-3.0	-2.6	0.4	-2.4	1.2	3.4	20.3
O=C(Nc1ccccc1NC(=O)c1c(F)cccc1F)c1c(F)cccc1F	9.8	-7.0	-5.0	-2.6	-30.6	-5.1	0.1	-0.9	8.9
CCOc1ccc(NC(=O)N(CCN(C)C)C(C)c2cccnc2)cc1 (stereo unspecified)	-9.1	-2.5	2.3	-3.4	7.5	15.4	0.6	4.1	9.5
CCN(c1ccccc1)S(=O)(=O)c1ccc(C(=O)NCCCN2CCOCC2)cc1	15.1	1.2	4.5	-4.8	3.2	-11.1	0.5	-2.2	11.9
Cc1ccc(-n2nnnc2-c2cccc(C)c2)cc1	2.6	-0.9	-3.5	-2.9	6.1	11.0	-0.1	9.4	11.0
CCOC(CNc1ncnc2c1cnn2C)OCC	-4.0	0.3	-2.2	-1.6	-6.4	9.5	-0.1	-1.3	-9.0
O=C(CCNS(=O)(=O)c1ccccc1)N1CCN(C(c2ccccc2)c2ccccc2)CC1	30.4	-5.7	4.9	-3.9	-7.6	5.7	-0.8	8.5	x
COc1cc(/C=N/N2CCCCC2)cc([N+](=O)[O-])c1O	24.2	-7.0	14.7	-5.1	19.6	10.0	-1.5	-4.3	28.7
O=C(Cn1cnc2c(nnn2Cc2ccc(Cl)cc2)c1=O)NCC1CCCO1 (stereo unspecified)	13.5	-0.5	-5.1	-2.8	25.3	12.6	0.0	-2.7	6.9
Cc1cc(-c2cc(-c3ccc(Cl)cc3)nc(N)c2C#N)co1	33.1	1.9	19.9	-3.9	-11.1	30.7	-3.0	12.5	37.6
CCOc1cccc(C(=O)Nc2nc(-c3ccc(S(=O)(=O)N4CCOCC4)cc3)cs2)c1	1.5	-0.3	-5.2	1.3	6.5	28.6	3.4	-8.6	-4.0
CS(=O)(=O)c1ccc(N)c(SSc2cc(S(C)(=O)=O)ccc2N)c1	-5.9	0.4	-17.7	15.0	-39.6	15.5	0.3	-11.4	-22.1
CCCNC(=S)Nc1ccc(F)cc1F	-8.1	1.8	-1.2	-4.4	4.9	22.4	0.1	-1.1	4.9
COc1ccc(CN(CC(=O)NC2CCCCC2)C(=O)CCC(=O)Nc2nccs2)cc1	5.7	-2.4	0.2	-2.7	16.9	-22.1	0.6	-2.6	-3.6
COc1ccccc1-c1cn[nH]c1-c1ccc(OCc2ccc(F)cc2)cc1O	30.1	0.2	-1.7	-4.1	-4.3	29.6	-0.2	4.0	-4.2
C#CCOCCOCCOCCNc1nc(N2CCN(C(=O)[C@H]([C@@H](C)CC)n3cc([C@@H](N)Cc4ccc(O)cc4)nn3)CC2)nc(N2CCN(C(=O)[C@H](Cc3cc4ccccc4[nH]3)n3cc([C@@H](N)C(C)CC)nn3)CC2)n1 (stereo partly specified)	3.9	-2.6	x	-1.7	27.4	22.2	0.9	x	x
Cc1cccc(NC(=O)Nc2ccccc2[N+](=O)[O-])n1	2.8	-0.2	1.0	-5.0	19.2	9.8	2.9	-6.5	16.7
COc1ccc(-c2csc(NC(=O)COC(=O)c3ccc(Br)o3)n2)cc1	0.9	4.8	x	-2.9	9.2	-72.2	6.5	x	x
CC(=O)C1=C(O)C(=O)N(c2cc(C(C)(C)C)on2)C1c1ccc(C(C)C)cc1 (stereo unspecified)	11.0	-0.3	2.8	-0.9	-1.8	-38.3	-0.3	-12.3	-2.4
COc1ccc(OC)c(N(CC(=O)NCCc2ccc(OC)c(OC)c2)S(=O)(=O)c2ccccc2)c1	22.1	-5.0	2.3	3.3	20.8	10.3	0.2	5.1	4.6
Cc1c(C(C)C)c(=O)n(-c2ccc(S(=O)(=O)NC(C)C)cc2)n1C	-6.2	-1.3	2.9	-1.4	-16.2	4.2	-1.5	-13.6	10.2

An excerpt from above, showing only APJ ag and tim23-1 inh:
mol	APJ ag	tim23-1 inh
COc1ccc(CN(CC(=O)NC2CCCCC2)C(=O)CCC(=O)Nc2nccs2)cc1	-2.7	5.7
CCCNC(=S)Nc1ccc(F)cc1F	-4.4	-8.1

(further entries)
SMILES	tim23-1 inh	UPR XBP1 act	CXCR6 inh	APJ ag	APJ antag	Mdm2-MdmX inh	UPR CHOP act	EBI2 block	CCR6 antag
Cc1cccc(OCC(=O)Nc2nc3ccc([N+](=O)[O-])cc3s2)c1	-0.7	-1.2	11.7	-8.1	-9.2	7.9	-0.4	-4.2	19.4
Cc1cccc(-n2ncc3c(NC4CCCCC4)ncnc32)c1	25.1	6.8	-1.7	2.2	-21.0	-114.5	5.0	7.9	-3.4
CCOc1ccc(C(CC(=O)O)NC(=O)C23CC4CC(CC(C4)C2)C3)cc1 (stereo unspecified)	4.1	1.1	-2.2	-2.3	0.0	6.6	1.2	7.9	1.8
CCN(CC)CCNC(=S)Nc1ccc2nc(N3CCN(CC)CC3)cc(C)c2c1	-29.3	-3.2	10.6	1.0	10.4	25.9	-1.3	-15.9	20.1
O=C(Nc1nnc(SCCC2OCCO2)s1)C1CC(=O)N(c2ccc(F)cc2)C1 (stereo unspecified)	22.0	0.4	-4.6	8.3	-1.0	-7.9	-1.2	-8.7	6.1
CCC1CO/C(=C(\C(=C(Cl)Cl)N2CCOCC2)[N+](=O)[O-])N1 (stereo unspecified)	5.9	1.6	2.4	0.6	23.3	4.9	-1.6	-3.6	-3.2
COc1ccc(C2CC(c3ccc(C)cc3)Nc3ncnn32)cc1 (stereo unspecified)	27.1	-0.6	4.3	-6.2	8.7	11.6	-0.1	2.0	12.3
CCN(Cc1nc2ccccc2c(=O)[nH]1)Cc1nc2ccsc2c(=O)[nH]1	-0.6	3.6	-18.0	0.6	-3.5	19.9	3.1	0.6	-14.4
CC(Sc1nnc(-c2ccc(Cl)cc2Cl)n1Cc1ccccc1)C(=O)Nc1nccs1 (stereo unspecified)	29.5	-4.3	12.2	-3.1	-3.2	8.1	0.0	23.6	13.3
COc1ccc(S(=O)(=O)N2CCN(CC(=O)N3CCc4ccccc4C3)CC2)cc1OC	17.5	-0.8	-1.4	-4.8	0.9	17.7	1.1	-11.0	2.0
Cc1ccc2oc(=O)c3cnn(CC(=O)N(CCC(C)C)Cc4ccco4)c3c2c1	18.2	-1.6	3.2	3.1	2.8	-0.1	1.8	86.5*	6.5
COc1ccccc1-n1c(SCC(=O)NC2CCS(=O)(=O)C2)nc2cc([N+](=O)[O-])ccc21 (stereo unspecified)	2.7	0.1	4.6	-3.8	23.2	20.0	-0.7	-3.4	5.0
OC1CCCN(Cc2ccc3c(c2)Cc2ccccc2-3)C1 (stereo unspecified)	2.1	1.3	-4.5	-2.7	-30.5	3.3	-0.6	1.3	-14.3
CCCN(CCC)S(=O)(=O)c1ccc(NC(=O)Cc2cccs2)cc1	33.9	-1.8	0.4	1.1	4.8	9.5	-0.8	10.7	8.9
CC(=O)Nc1ccc(N2CCCCC2)c(C(=O)Nc2cccc(C)c2)c1	54.3*	1.8	12.7	-2.1	21.6	19.0	2.0	11.3	34.4
O=C1c2cccnc2C(=O)N1Cc1ccc(S(=O)(=O)N2CCOc3ccccc32)cc1	26.2	-9.3	2.7	2.9	9.1	-2.5	-0.4	-3.2	19.4
CC1=C(C/C=C(\C)CCCC(C)CCCC(C)CCCC(C)C)C(=O)c2ccccc2C1=O (stereo unspecified)	14.6	-5.5	-7.0	16.4	-16.8	-7.3	0.0	-5.9	0.0
Nc1ccccc1C#Cc1ccc([N+](=O)[O-])cc1	28.9	5.4	1.8	0.7	-1.8	-36.6	8.2	-0.8	-3.8
C/C=C/C=N/NC(=O)CN(c1ccc(Br)cc1)S(=O)(=O)c1ccccc1	30.1	-2.5	-4.1	-3.3	3.0	0.1	2.0	1.9	3.7
COc1ccc(-c2n[nH]c(=S)o2)c(OC)c1	-15.4	-3.1	13.0	-4.4	4.8	-1.2	0.9	-4.3	17.4
Nn1c(SCc2ccc(Br)cc2)nnc1-c1cccnc1	-7.0	-4.0	-3.7	4.3	15.9	13.1	-0.4	-2.4	14.8
O=C(CSc1nnc(-c2ccncc2)o1)Nc1cccc(Cl)c1	-3.2	6.7	-0.1	-1.7	2.5	-22.0	-0.3	0.0	-1.8
COc1ccccc1NC(=O)N1CCN(C(=O)Nc2ccccc2OC)CC1	11.1	-0.6	0.2	-1.4	-13.8	-0.3	0.9	-8.6	3.6
CC1CCCN(C(=O)c2ccc3ncsc3c2)C1 (stereo unspecified)	7.3	1.4	-0.9	9.0	-30.8	-27.8	0.8	7.1	0.1
O=C(NCc1cccnc1)c1cc2nc(-c3ccc4c(c3)OCO4)cc(C(F)(F)F)n2n1	11.1	5.3	7.3	-4.8	-29.1	-15.3	1.9	2.0	-8.3
